ALOX12 inhib: inhibitors of human 12-lipoxygenase (ALOX12). P18054. purified 12-hLO, xylenol orange hydroperoxide absorbance. Potency, µM (series often up to 57.1 µM), for the others: at the top dose activity change, negative = inhibition, most hits filed as inhibitors. 150,000 tested, 0.12% active. AID 1452; further: potency means the concentration at half of the fitted maximal effect; nearly all actives have a fitted effect of over 55% in size; many of its hits are not listed in these tables
Target sequence (P18054 whole entry, looked up): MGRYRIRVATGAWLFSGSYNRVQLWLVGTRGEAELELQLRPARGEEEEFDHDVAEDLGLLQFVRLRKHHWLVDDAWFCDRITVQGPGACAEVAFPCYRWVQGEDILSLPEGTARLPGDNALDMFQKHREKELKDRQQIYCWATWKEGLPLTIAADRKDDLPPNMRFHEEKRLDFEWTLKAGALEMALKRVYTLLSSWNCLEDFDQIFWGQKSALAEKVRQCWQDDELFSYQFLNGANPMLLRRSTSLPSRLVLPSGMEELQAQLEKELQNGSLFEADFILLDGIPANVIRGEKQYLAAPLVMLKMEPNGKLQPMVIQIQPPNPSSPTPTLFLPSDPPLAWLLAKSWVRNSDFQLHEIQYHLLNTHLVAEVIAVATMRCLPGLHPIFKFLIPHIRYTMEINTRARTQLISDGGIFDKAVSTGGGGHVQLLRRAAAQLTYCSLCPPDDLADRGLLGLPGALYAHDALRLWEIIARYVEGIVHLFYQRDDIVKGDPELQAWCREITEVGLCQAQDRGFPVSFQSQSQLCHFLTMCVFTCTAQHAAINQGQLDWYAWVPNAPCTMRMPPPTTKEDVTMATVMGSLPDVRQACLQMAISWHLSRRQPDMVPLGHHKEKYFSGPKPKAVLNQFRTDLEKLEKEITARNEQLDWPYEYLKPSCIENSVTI
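Lipoxygenase turnover measured by absorbance at 573 and 405 nm after Fe-XO development. Human 12hLO 150 nM, arachidonate 40 uM, pH 7.0 Hepes buffer with detergent; 15 min compound preincubation, 30 min reaction.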
ALOX15B inhib: 15-hLO-2 (ALOX15B) enzyme inhibition; O15296; purified 15hLO-2, xylenol orange hydroperoxide absorbance; Potency, µM (titrated, usually from 57.1 µM), inactives show top-dose activity change, negative = inhibition, actives largely listed as inhibitors; 110,000 tested, 0.56% active; further: potency means the concentration at half of the fitted maximal effect; nearly all actives have a fitted effect of over 60% in size; many of its hits are not listed in these tables
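Screening format was qHTS against 50 nM purified 15hLO-2 in Hepes pH 7.5 with detergent. Activity follows hydroperoxide formation from 45 uM arachidonic acid, measured as 573:405 nm absorbance ratio of the ferric-xylenol orange complex.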
PNC assembly inh: blocks assembly of the perinucleolar compartment; activity change (PNC), negative = inhibition, % at 10 µM; 140,000 tested, 3.1% active; PC3M PTB-GFP, PNC prevalence imaging, 16 h; active compounds read low;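 active means readout at or below -70, meaning at least 70% loss of cells showing the perinucleolar compartment, a nuclear body marking cancer cells; inconclusive means readout between -30 and a set limit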;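 further: plate controls were DMSO wells for no effect and camptothecin positive control wells for full effect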
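Compounds are pinned in duplicate onto adhered PC3M cells stably expressing GFP-tagged PTB and incubated 16 h at 37 C. Cells are then fixed, nuclei stained with Hoechst, and PNC-positive cells counted.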
IMPase cell inh: cell-permeable inhibitors of inositol monophosphatase (IMPase) | P97697 | CHO-M1 cells, IP1 accumulation, HTRF TR-FRET ratio | inhibition (IP1 accumulation), % at 46.1 µM | 120,000 tested, under 10 active | AID 901; active means well fitted curve in the direction sought with a large enough effect in the signal ratio, not every such curve was filed as active; inconclusive means small, poorly fitted or top-dose-only effect, or a change in a side signal; inactive means no such curve, though single readings can be large or run the other way; the % refers to the signal ratio;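 further: cells stimulated with carbachol in lithium chloride buffer; plate controls were DMSO basal wells for no effect and reference inhibitor wells for full effect; higher means more IMPase inhibition seen as more IP1 and lower FRET ratio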
Target sequence (P97697 whole entry, looked up): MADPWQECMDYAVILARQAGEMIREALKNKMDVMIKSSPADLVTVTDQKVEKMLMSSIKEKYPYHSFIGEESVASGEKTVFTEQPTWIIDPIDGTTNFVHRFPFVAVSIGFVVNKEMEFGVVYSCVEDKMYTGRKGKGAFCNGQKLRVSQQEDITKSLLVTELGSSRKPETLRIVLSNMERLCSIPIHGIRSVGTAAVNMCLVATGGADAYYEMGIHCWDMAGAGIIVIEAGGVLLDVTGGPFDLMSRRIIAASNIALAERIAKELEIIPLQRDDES
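Cellular IMPase inhibition is scored as a rise in cytosolic IP1, detected by competitive TR-FRET between d2-labelled IP1 and a europium anti-IP1 antibody. M1-expressing CHO cells were stimulated with carbachol for 30 min at 37C, with lithium (50 mM LiCl) present in the buffer.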
* hit, by the source's call; ? = inconclusive; · = not tested or not shown; [ ] = another dose, or the depositor's remark. Unless noted, the call rests on the fitted dose curve; in most records, active means well fitted curve in the direction sought with a large enough effect; inconclusive means small, poorly fitted or top-dose-only effect, or another doubt; inactive means no such curve, though single readings can be large; an effect the other way counts as inactive or inconclusive. Unless noted, on the % scale 0 is the no-effect control and ±100 the full control effect. This is a subset, so the mix of outcomes need not match the whole.

molecule	ALOX12 inhib	ALOX15B inhib	PNC assembly inh	IMPase cell inh
CCC(C)N(C(=O)COC(=O)c1cn(CC)c2nc(C)ccc2c1=O)C1CCS(=O)(=O)C1 (stereo not given)	-4%	7%	-12	4
CCC/C=C(\CCC)C(NS(=O)(=O)c1ccccc1)c1ccc(C(F)(F)F)cc1 (stereo not given)	0%	-13%	·	·
CCOc1c(Cl)cc(/C=N/NC(N)=S)cc1OC	-8%	·	5	·
Cc1ccc(C(=O)NCc2ccco2)cc1S(=O)(=O)Nc1cccc(Cl)c1	-6%	1%	-29	-2
O=C1CN(c2nc3ccccc3n3cnnc23)CC(=O)N1CCc1ccccc1	1%	·	52	0
O=C(CSc1ccccn1)N/N=C/c1ccccc1[N+](=O)[O-]	2%	·	-9	2
CCOC(=O)N1CCN(S(=O)(=O)c2ccc(OC)c(Cl)c2)CC1	-1%	8%[2.29 µM]	0	-5
c1ccc(-n2nnnc2-n2cnc3ccccc32)cc1	2%	6%	?	0
CC1CCCC(C)N1S(=O)(=O)c1ccc(NC(=O)c2ccccc2C(=O)N2CCOCC2)cc1 (stereo not given)	2%	-4%	?	-2
CCNc1ccc(C(=O)OCC)cc1NC(=O)c1cccc(S(=O)(=O)N2CCOCC2)c1	1%	1%	?	-12
COc1ccc([C@@H](Nc2ncccn2)c2cc3c(cc2O)OCO3)cc1	-16%[11.4 µM]	0%[11.4 µM]	·	·
CCOc1ncccc1C(=O)OCC(=O)Nc1cc(C(=O)OC)ccc1C(=O)OC	-5%	0%	-9	-1
COc1ccc(OC/C(O)=C(\C#N)c2nc3ccccc3[nH]2)cc1	5%	-16%	35	7
c1ccc(-c2nc(N3CCCCCC3)c3ccccc3n2)nc1	-9%	49%[activator]	-29	12
COC(=O)c1ccccc1NC1c2ccccc2C(=O)N1c1cccnc1 (stereo not given)	-1%	3%	20	4
COc1cc(S(=O)(=O)NC2CCCCC2C)ccc1Cl (stereo not given)	-5%	-3%	34	-5
NNC(=O)CSc1cccc2cccnc12	6%	·	?	·
CN(Cc1nc2ccccc2n1C)S(=O)(=O)c1ccc(F)cc1	-2%	1%[11.4 µM]	15	14[1.84 µM]
COc1ccc(Nc2nc(C)cc(=O)[nH]2)c(OC)c1	-1%	-1%	-9	1
Cc1ccc(CNC(=O)C2CCN(S(=O)(=O)N3CCC4(CC3)OCCO4)CC2)cc1	-1%	·	4	·
COc1ccc(C(=O)/C=C2/Sc3cc4c(cc3N2C)OCO4)cc1	1%	·	-6	0
CC(C)(c1ccccc1)c1ccc(OCCCNCCO)cc1	4%	25%	?	2
COC(=O)c1ccc(C(=O)OC)c(NC(=S)N2CCN(c3ccc(F)cc3)CC2)c1	-4%	·	?	·
CN1C(=S)SC(N(O)C(=O)NC2CCCCC2)C1(C)C (stereo not given)	1%	2%[11.4 µM]	10	19[1.84 µM]
CCC(/C=N/NC(=O)C(=O)N/N=C/C(CC)CC)CC	-1%	·	79	·
CC(C)NC(=O)c1onc(CSc2cccc3ccccc23)c1C(=O)O	5%	-8%	68	-2
CCC(C)C(NC(=O)OC(C)(C)C)C(=O)NC(Cc1ccccc1)C(=O)OC (stereo not given)	-1%	1%	?	-2
CC(C)CC(=O)N1CCN(C(=O)CCC2CCCC2)CC1	-3%	1%	15	7
CN(C)CCNc1nc2c(c(=O)[nH]c(=O)n2C)n1CCCc1ccccc1	-3%	12%	42	-3
COc1ccc(CCNC(=O)CSCc2ccc([N+](=O)[O-])cc2)cc1OC	-9%	·	62	·

Continued:
molecule	ALOX12 inhib	ALOX15B inhib	PNC assembly inh	IMPase cell inh
C=CCn1c(Cc2cccs2)nnc1SCC(=O)c1cccc(Br)c1	-13%	3%	-1	-2
NS(=O)(=O)c1ccc(CCNC(=O)CSc2ccccc2)cc1	-4%	-3%	-16	8
CC(=O)Nc1ccc(S(=O)(=O)N(C)CC(=O)Nc2ccccc2N2CCOCC2)cc1	-2%	1%	19	3
O=C(Cn1cc(C(F)(F)F)cc(Cl)c1=O)NCCc1ccccc1	3%	·	-17	-1
COc1ccc(S(=O)(=O)N(C)CC(=O)NCCC2=CCCCC2)cc1C	0%	4%	-12	6
CN(C)c1ccc(P(=O)(Nc2cccc(C(F)(F)F)c2)N2CCOCC2)c(NC(=O)c2cccs2)c1 (stereo not given)	0%	·	8	2
CCCCN(CC(=O)Nc1c(C)cccc1CC)C(=O)SCC	-6%	-4%	-11	8
Cc1ccc(S(=O)(=O)NC(=O)Nc2ccccc2F)cc1	5%	·	103	-11
Cc1cc(-c2n[nH]c(=S)n2Cc2ccco2)n(C)n1	3%	·	37	1
O=C1NC(c2ccccc2)=C(c2nc3ccccc3s2)C(c2ccccc2)N1 (stereo not given)	-13%	-18%	28	4
CC(C)c1nc2n[nH]c(N)c2c2c1CSC(C)(C)C2	-3%	11%	?	3
CCOC(=O)CC(NC(=O)c1ccc(C)cc1)c1ccc(C)cc1 (stereo not given)	3%	-3%	27	-20
CCSc1nc(=O)n(-c2ccccc2)c(C)c1C(C)=S	-3%	·	18	7[0.0738 µM]
CC1=C(C(N)=O)C(c2ccccc2)n2nc(-c3cccc(C)c3)nc2N1 (stereo not given)	-3%	7%	-13	-1
Cc1ccc(C2C(C(=O)O)c3ccccc3C(=O)N2C)c(C)c1 (stereo not given)	-1%	·	14	·
CSc1nnc(Cn2c(=O)sc3ccccc32)n1-c1ccccc1	0%	-12%	-106*	-3
CCCCNC(=O)CCn1c(=O)c2ccccc2n(Cc2cc(C)ccc2C)c1=O	-2%	·	11	·
Cc1ccc(-n2nc(C(=O)NCc3ccco3)c3c4ccccc4n(C)c3c2=O)cc1	-2%	·	0	1
Cc1cccc(NC(=O)C(C)OC(=O)c2ccccc2NS(=O)(=O)c2cc(C)c(C)c([N+](=O)[O-])c2)c1 (stereo not given)	1%	·	21	-1
O=C(N/C=N/OCc1ccc(Cl)cc1Cl)NOCc1c(Cl)cccc1Cl	-15%	-10%	36	2
CCOC(=O)CSC1=C(C#N)C(c2ccccc2OCC)C(C#N)C(=O)N1 (stereo not given)	-23%	-1%	1	-5
Oc1c(C=Nc2cccc3nsnc23)ccc2ccccc12	-1%	-6%	24	2
Cc1nn(C)cc1/C=C1\CCC/C(=C\c2cn(C)nc2C)C1=O	-18%	-24%	-29	-2
O=C(C1Cc2ccccc2CN1S(=O)(=O)c1ccc(F)cc1)N1CCCCCC1 (stereo not given)	0%	-1%	0	2
COc1ccc2c(-c3ccccc3)cc3nnnn3c2c1	-2%	-4%	10	0
O=C(N1CCN(CCO)CC1)N1c2ccccc2C=Cc2ccccc21	2%	4%	-21	4
O=C1CC(C(=O)Nc2ccccc2)C2(CCCC2)O1 (stereo not given)	2%	4%	-16	-3
CCC1(C)Cc2c(C#N)c(N)sc(=S)c2CO1 (stereo not given)	-11%	?	1	-5
COc1cc(/C=N\NC(=O)CNC(=O)c2cccc([N+](=O)[O-])c2)ccc1O	-3%	4%	?	9
CC(C)(C)C(=O)OCOC(=O)[C@@H]1N2C(=O)[C@@H](NC(=O)[C@H](N)c3ccccc3)[C@H]2SC1(C)C	-1%[25.6 µM]	3%[25.6 µM]	·	0[20.6 µM]

More results.
molecule	ALOX12 inhib	ALOX15B inhib	PNC assembly inh	IMPase cell inh
O=C(Nc1c(F)cccc1F)c1cnc(N2CCN(c3ccccn3)CC2)c2ccccc12	-7%	6%	13	13
O=C(Nc1ccc(Cl)cc1)Nc1nnc(SCc2ccccc2)s1	0%	·	?	-2
CCN=C1SC(C(=O)Nc2cccc(C)c2)CC(=O)N1CC (stereo not given)	2%	-1%	-23	5
N#Cc1ccc(Oc2ccc(-c3nc4ccccc4nc3-c3ccccc3)cc2)cc1C#N	3%	·	-20	-1
CC1Cc2ccccc2N1C(=O)c1nn(C)cc1Br (stereo not given)	1%	·	?	·
Cc1ccc(C(=O)NN2C(=O)C3C4c5ccccc5C(c5ccccc54)[C@@H]3C2=O)cc1 (stereo not given in full)	-3%	·	-8	3
CCOc1ccc(CCNC(=O)C2CCN(c3nn4c(=O)cc(C)nc4s3)CC2)cc1	-3%	-1%	-19	8
ClCCCl	-2%	2%	·	·
CCOc1ccccc1C1CC(=O)NC(SCC)=C1C#N (stereo not given)	-1%	-3%	18	2
COC(=O)c1ncn(C2OC(COC(C)=O)C(OC(C)=O)C2OC(C)=O)n1 (stereo not given)	0%	·	?	·
N/C(=N\OC(=O)CC1CCCCC1)c1ccc([N+](=O)[O-])cc1	-1%	·	-5	·
CC(C)[C@H](NC(=O)NCCc1ccc(F)cc1)C(=O)O	1%	-6%	-18	2
COc1ccc(C(=O)NC2CC(C)(C)Cc3occc32)cc1 (stereo not given)	-3%	·	?	-2
Cc1ccc(NS(=O)(=O)c2ccc(C)c(NC(=O)COc3ccccc3)c2)c(C)c1	0%	·	15	·
COC(=O)c1ccc(Oc2c(C)oc3cc(OCc4cnn(-c5ccccc5)c4)ccc3c2=O)cc1	-1%	-6%	30	1
CCC(=O)NCCc1nc2ccccc2n1CC(=O)c1ccccc1	1%	·	67	·
CCOc1ccc(NC(=O)C2CC(=O)N(C(C)C)C2)cc1 (stereo not given)	0%	0%	?	-11
C/C=C1\C(=O)CC2C3CCC4=CC(=O)CC[C@]4(C)C3CC[C@]12C (stereo not given in full)	0%[0.00818 µM]	-8%[0.0915 µM]	·	·
N#CC(=C1SC=CS1)c1nc(-c2ccccc2)cs1	-2%	-18%	16	9
COc1ccc(C)cc1NC(=O)c1ccc(NC(=O)CC2SC(N3CCCC3)=NC2=O)cc1 (stereo not given)	-4%	7%	?	-16
Cn1c(=O)c2c(nc(Br)n2Cc2c(F)cccc2Cl)n(C)c1=O	-3%	-1%	?	7
COc1cccc(CNC(=O)CCCCCn2c(=S)[nH]c3ccc(N4CCOCC4)cc3c2=O)c1	-1%	·	106	-9
Cc1cc2n(n1)C(c1cn(-c3ccccc3)nc1C)Nc1c(C)cccc1-2 (stereo not given)	0%	·	?	2
CCN(CC)S(=O)(=O)c1ccc(-c2nnc(SCc3nnc(-c4ccccc4)o3)o2)cc1	-4%	-15%	?	7
Brc1ccc(-c2nnc3sc(CNCc4ccc5c(c4)OCO5)cn23)cc1	3%	11%	-13	-14
CCc1cc(=O)oc2cc(C)c(CN3CCCC(C)C3)c(O)c12 (stereo not given)	?	-26%	30	-6
CC(C)CC(c1nnnn1Cc1ccccc1)N1CCN(C(=O)c2ccco2)CC1 (stereo not given)	-4%	-9%	-17	-4
O=c1cc(-c2ccccc2)[nH][nH]1	0%	·	?	11
Cc1cc(N2C(=O)C3C4C=CC(C4)C3C2=O)no1 (stereo not given)	-6%	-3%	31	-12
O=C(CN1C(=O)c2ccccc2C1=O)NCCc1c[nH]c2ccccc12	-2%	·	6	·
Cc1ccc(/C=c2\sc3n(c2=O)CN(c2cccc(Br)c2)CN=3)o1	-6%	?	-18	3
CCOC(=O)C(=CNc1cc(C)nn1-c1ccc(Cl)cc1)C(=O)OCC	-5%	-3%	-14	0
O=C(NCCc1ccccc1)C1CCN(S(=O)(=O)c2cccc3nonc23)CC1	-2%	-4%	9	2

Reformatted: two of the compounds above
> Cc1ccc(/C=c2\sc3n(c2=O)CN(c2cccc(Br)c2)CN=3)o1
  ALOX12 inhib: -6%	ALOX15B inhib: ?	PNC assembly inh: -18	IMPase cell inh: 3
> COc1cccc(CNC(=O)CCCCCn2c(=S)[nH]c3ccc(N4CCOCC4)cc3c2=O)c1
  ALOX12 inhib: -1%	ALOX15B inhib: ·	PNC assembly inh: 106	IMPase cell inh: -9

High-throughput results (PubChem)
